# Compound activity: PubChem BioAssay, Broad Institute
# NFkB SMM – binders of NF-kB p50 subunit, primary screen, biochemical, small molecule microarray, anti-His fluorescence | anti-His fluorescence binding | calls only | actives 1.3% (n = 17,000) | AID 624139, 2012;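 active means spot fluorescence over background significantly raised, with a chance value under 7% in all four replicate spots of the compound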;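 further: probe protein is his-tagged human p50 processed subunit at 1 µg/ml; raw spot fluorescence signals with no normalization applied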
# Target sequence (P19838 1-433 limits assumed): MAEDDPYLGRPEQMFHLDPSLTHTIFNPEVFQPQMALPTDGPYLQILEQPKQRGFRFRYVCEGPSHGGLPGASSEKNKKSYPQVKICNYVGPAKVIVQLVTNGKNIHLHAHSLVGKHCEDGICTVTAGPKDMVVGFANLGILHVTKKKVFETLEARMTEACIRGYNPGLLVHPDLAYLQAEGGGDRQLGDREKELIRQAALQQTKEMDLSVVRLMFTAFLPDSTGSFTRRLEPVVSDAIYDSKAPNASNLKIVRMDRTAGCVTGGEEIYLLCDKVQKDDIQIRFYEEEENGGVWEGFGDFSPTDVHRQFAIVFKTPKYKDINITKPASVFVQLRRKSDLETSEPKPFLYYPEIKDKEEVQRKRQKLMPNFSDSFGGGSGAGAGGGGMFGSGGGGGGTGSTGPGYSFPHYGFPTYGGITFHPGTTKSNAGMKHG
# Calls only; i = inactive. A portion of the library; count on the stated rates, not on these rows.
mol,NFkB SMM
CC(C)NC(=O)Nc1ccc2c(c1)C(=O)N([C@@H](C)CO)C[C@H](C)[C@H](CN(C)S(=O)(=O)c1ccc(F)cc1)OCCCC[C@H](C)O2,i
C[C@H]1CN([C@@H](C)CO)C(=O)c2cccc(NC(=O)Nc3ccc(C(F)(F)F)cc3)c2O[C@H]1CN(C)CC1CC1,i
COc1ccc(S(=O)(=O)N(C)C[C@H]2Oc3ccc(NC(=O)Nc4cccc5ccccc45)cc3CC(=O)N([C@H](C)CO)C[C@@H]2C)cc1,i
COc1ccc(S(=O)(=O)Nc2ccc3c(c2)C(=O)N([C@H](C)CO)C[C@H](C)[C@@H](CN(C)Cc2ccncc2)O3)cc1,i
CC(C)NC(=O)N(C)C[C@@H]1OCCCC[C@@H](C)Oc2ccc(NC(=O)Nc3ccc(C(F)(F)F)cc3)cc2C(=O)N([C@@H](C)CO)C[C@@H]1C,i
COC(=O)c1c(NC(=O)CSc2ncnc3sc(C)c(C)c23)sc(C)c1C,i
Cc1noc(C)c1S(=O)(=O)Nc1cccc2c1O[C@H](CN(C)Cc1ccc(C(=O)O)cc1)[C@H](C)CN([C@@H](C)CO)C2=O,i
COc1cccc(OCCNS(=O)(=O)c2cccc([N+](=O)[O-])c2)c1,i
CC(C)NC(=O)N(C)C[C@@H]1Oc2ccc(NC(=O)CCN3CCOCC3)cc2CC(=O)N([C@H](C)CO)C[C@H]1C,i
OCc1ccccc1O[C@@H]1O[C@H](CO)[C@@H](O)[C@H](O)[C@H]1O,i
C[C@@H]1CN([C@H](C)CO)C(=O)c2cc(NC(=O)CCCN(C)C)ccc2O[C@@H](C)CCCCO[C@H]1CN(C)C(=O)CCCN(C)C,i
C[C@H](CO)N1C[C@H](C)[C@H](CN(C)C)OCCCC[C@H](C)Oc2ccc(NC(=O)Cc3ccccc3)cc2C1=O,i
C[C@@H]1CN([C@H](C)CO)C(=O)Cc2cc(NC(=O)CCC(F)(F)F)ccc2O[C@@H]1CN(C)Cc1ccc(C(F)(F)F)cc1,i
C[C@H](CO)N1C[C@H](C)[C@H](CN(C)C(=O)Nc2ccccc2)OCCCC[C@H](C)Oc2ccc(NS(C)(=O)=O)cc2C1=O,i
COc1cc(C2c3cc(O[C@@H]4O[C@H](CO)[C@@H](O)[C@H](O)[C@H]4O)c(OC)cc3CC(CO)C2CO)ccc1O (stereo not given in full),i
C[C@@H]1CN([C@@H](C)CO)C(=O)c2cc(NC(=O)C3CCCCC3)ccc2O[C@@H](C)CCCCO[C@@H]1CN(C)C,i
CC(C)NC(=O)N(C)C[C@@H]1OCCCC[C@@H](C)Oc2ccc(NC(=O)CCC(F)(F)F)cc2C(=O)N([C@H](C)CO)C[C@H]1C,i
C[C@@H]1CN([C@@H](C)CO)C(=O)c2cc(N(C)C)ccc2O[C@H]1CN(C)C(=O)Nc1ccc2c(c1)OCO2,i
CC(C)=CCC/C(C)=C/CC/C(C)=C/CSc1ncn[nH]1,i
C[C@@H]1CCCCO[C@H](CN(C)S(=O)(=O)c2cccs2)[C@H](C)CN([C@H](C)CO)C(=O)c2cc(N(C)C)ccc2O1,i
COc1ccc(S(=O)(=O)N(C)C[C@@H]2Oc3ccc(NC(=O)CCCN(C)C)cc3CC(=O)N([C@H](C)CO)C[C@@H]2C)cc1,i
C[C@@H]1CN([C@@H](C)CO)C(=O)CCCn2cc(nn2)CO[C@@H]1CN(C)Cc1ccc(Cl)c(Cl)c1,i
C[C@@H]1CN([C@@H](C)CO)C(=O)c2cc(N(C)C)ccc2O[C@H]1CN(C)C(=O)Nc1ccccc1,i
C[C@]1(O)CC[C@@H]2C(C(=O)O)=CO[C@@H](O[C@@H]3O[C@H](COC(=O)c4ccc(O)cc4)[C@@H](O)[C@H](O)[C@H]3O)[C@@H]21,i
CCOC(=O)CNC(=O)c1cc(-c2ccccn2)nc2c(C)c(Cl)ccc12,i

# (continued)
mol,NFkB SMM
C[C@@H]1CCCCO[C@H](CN(C)S(=O)(=O)c2cccs2)[C@H](C)CN([C@@H](C)CO)C(=O)c2cc(NC(=O)Nc3cccc4ccccc34)ccc2O1,i
CNC[C@@H]1OCCCC[C@@H](C)Oc2ccc(NS(=O)(=O)c3ccccc3)cc2C(=O)N([C@@H](C)CO)C[C@H]1C,i
Cc1ccc(S(=O)(=O)NC2(C(=O)O)CCCCC2)cc1,i
COC(=O)C(Cc1ccccc1)NC(=O)c1ccccc1 (stereo not given),i
C[C@H](CO)N1C[C@H](C)[C@@H](CN(C)C)OCCCC[C@H](C)Oc2ccc(NC(=O)c3ccccc3)cc2C1=O,i
CCO[C@@H]1OC(C(=O)N2CCN(Cc3ccccc3)CC2)=C[C@H](C2CCCCC2)[C@H]1CCCO,i
COc1ccccc1-c1nnc(SCC(=O)c2ccc(Cl)cc2)n1-c1ccccc1,i
COc1ccc(NC(=O)Nc2ccc3c(c2)C(=O)N([C@@H](C)CO)C[C@H](C)[C@H](CN(C)Cc2ccc(C(=O)O)cc2)O3)cc1,i
C[C@@H]1CN([C@H](C)CO)C(=O)Cc2cc(NS(=O)(=O)c3ccccc3)ccc2O[C@H]1CN(C)C(=O)Nc1cccc2ccccc12,i
C[C@@H]1CCCCO[C@@H](CN(C)C)[C@H](C)CN([C@H](C)CO)C(=O)c2cc(NC(=O)c3ccccc3)ccc2O1,i
C[C@@H]1CN([C@@H](C)CO)C(=O)c2cc(NC(=O)Nc3ccc4c(c3)OCO4)ccc2O[C@@H]1CN(C)C(=O)Nc1ccc(F)cc1,i
C[C@@H]1CN([C@@H](C)CO)C(=O)Cc2cc(NC(=O)Nc3ccccc3)ccc2O[C@H]1CN(C)C(=O)Nc1ccccc1,i
CCOC(=O)CSc1n[nH]c(-c2ccc(Cl)cc2)n1,i
CC(C)NC(=O)N(C)C[C@H]1Oc2ccc(NC(=O)C3CC3)cc2C(=O)N([C@H](C)CO)C[C@H]1C,i
COC(=O)c1ccccc1NC(=O)Cc1coc2cc(C)cc(C)c12,i
COC(=O)c1cc(OC)c(OC)cc1NC(=O)COc1ccc(OC)cc1,i
C[C@H](CO)N1C[C@H](C)[C@@H](CN(C)C)OCCCC[C@H](C)Oc2ccc(NS(=O)(=O)c3cccs3)cc2C1=O,i
CC(C)(C)NS(=O)(=O)c1ccc(NC(=O)COc2ccc3ccccc3c2Br)cc1,i
C[C@H](CO)N1C[C@H](C)[C@H](CN(C)C(=O)Nc2ccccc2)Oc2ccc(NS(=O)(=O)c3ccccc3)cc2C1=O,i
C[C@H]1CN([C@@H](C)CO)C(=O)Cc2cc(NC(=O)C3CC3)ccc2O[C@H]1CN(C)C(=O)Nc1ccccc1,i
C[C@H]1CN([C@@H](C)CO)C(=O)c2cc(N(C)C)ccc2O[C@@H]1CN(C)S(=O)(=O)c1cccs1,i
C[C@@H]1CN([C@@H](C)CO)C(=O)c2cccc(NC(=O)c3ccncc3)c2O[C@H]1CN(C)C(=O)Nc1cccc2ccccc12,i
CO[C@H]1O[C@H](CO)[C@@H](OC(=O)Nc2ccc3c(c2)OCO3)[C@@H]2OC(=O)[C@@H](Cc3ccccc3)C/C=C/C[C@H](Cc3ccccc3)C(=O)O[C@@H]12,i
COc1ccc(/C=C/c2cc(OC)cc3c2CCC(C)(C)O3)cc1,i
C[C@H](CO)N1C[C@H](C)[C@H](CN(C)S(=O)(=O)c2cn(C)cn2)Oc2ccc(NS(=O)(=O)c3cn(C)cn3)cc2C1=O,i

# (cont.)
compound | NFkB SMM
C[C@H]1CN([C@@H](C)CO)C(=O)Cc2cc(NC(=O)Nc3ccc(F)cc3)ccc2O[C@H]1CN(C)C(=O)Nc1ccccc1 | i
Cc1c(Cl)c(C(F)(F)F)nn1CC(=O)Nc1ccc(C#N)cc1 | i
CNC[C@@H]1Oc2ccc(NC(=O)NC(C)C)cc2CC(=O)N([C@@H](C)CO)C[C@H]1C | i
C=CC1CN(S(=O)(=O)c2ccc(Br)cc2)C(=O)N1c1ccc(Br)cc1 (stereo not given) | i
CC(=O)OCCNC(=O)c1cccnc1 | i
C[C@H](CO)N1C[C@H](C)[C@H](CN(C)C)OCCCC[C@H](C)Oc2ccc(NC(=O)C3CCCCC3)cc2C1=O | i
COc1cc2c3cc1Oc1c(OC)c(OC)cc4c1[C@@H](Cc1ccc(OC(=O)c5ccc([N+](=O)[O-])cc5)c(c1)Oc1ccc(cc1)C[C@@H]3N(C)CC2)N(C)CC4 | i
CC(C)NC(=O)N(C)C[C@@H]1OCCCC[C@@H](C)Oc2ccc(NC(=O)c3ccncc3)cc2C(=O)N([C@H](C)CO)C[C@@H]1C | i
Cc1ccc(S(=O)(=O)N[C@H](C(=O)NCCn2cc(CN3C(=O)COC[C@H]3c3ccccc3)nn2)C(C)C)cc1 | i
Cc1ccc([N+](=O)[O-])cc1N(CC(=O)Nc1ccccc1Cl)S(C)(=O)=O | i

# Filtered by structure: the compounds so far with a Cl atom (six)
compound | NFkB SMM
C[C@@H]1CN([C@@H](C)CO)C(=O)CCCn2cc(nn2)CO[C@@H]1CN(C)Cc1ccc(Cl)c(Cl)c1 | i
CCOC(=O)CNC(=O)c1cc(-c2ccccn2)nc2c(C)c(Cl)ccc12 | i
COc1ccccc1-c1nnc(SCC(=O)c2ccc(Cl)cc2)n1-c1ccccc1 | i
CCOC(=O)CSc1n[nH]c(-c2ccc(Cl)cc2)n1 | i
Cc1c(Cl)c(C(F)(F)F)nn1CC(=O)Nc1ccc(C#N)cc1 | i
Cc1ccc([N+](=O)[O-])cc1N(CC(=O)Nc1ccccc1Cl)S(C)(=O)=O | i

# Remaining list, next part.
compound | NFkB SMM
C[C@@H]1CN([C@H](C)CO)C(=O)c2cc(NC(=O)Cn3cnnn3)ccc2O[C@H]1CN(C)S(=O)(=O)c1cccs1 | i
CC(C)(O)CCc1cc2c(cc1O)O[C@H]1c3ccc(O)cc3OC[C@@H]21 | i
CN(C)CCOC(=O)COc1ccc(Cl)cc1 | i
COc1cc(=O)oc(C(C)C(C)O)c1CO (stereo not given) | i
Fc1cccc(/C=N/N=C/c2cccc(F)c2)c1 | i
COc1ccc(C#Cc2ccc3c(c2)[C@]2(C(=O)N3)[C@H](C(=O)NC[C@H](O)c3ccccc3)[C@H]3C(=O)O[C@H](c4ccccc4)[C@H](c4ccccc4)N3[C@@H]2c2ccccc2OCCO)cc1 | i
C[C@@H]1CN([C@H](C)CO)C(=O)CCCn2cc(nn2)CO[C@@H]1CN(C)S(=O)(=O)c1cn(C)cn1 | i
COc1ccc(S(=O)(=O)Nc2cccc3c2O[C@@H](CN(C)Cc2ccncc2)[C@@H](C)CN([C@H](C)CO)C3=O)cc1 | i
Cc1noc(C)c1NC(=O)N(C)C[C@H]1OCCCC[C@@H](C)Oc2ccc(NC(=O)Cc3ccccc3)cc2C(=O)N([C@H](C)CO)C[C@H]1C | i
COc1ccc(NC(=O)Nc2cccc3c2O[C@H](CN(C)CC2CC2)[C@@H](C)CN([C@H](C)CO)C3=O)cc1 | i

# Carrying on:
compound | NFkB SMM
C[C@@H]1CN([C@@H](C)CO)C(=O)c2cccc(N(C)C)c2O[C@@H]1CN(C)Cc1ccc(C(F)(F)F)cc1 | i
C[C@@H]1CN([C@H](C)CO)C(=O)c2cccc(N(C)C)c2O[C@@H]1CN(C)S(=O)(=O)c1ccccc1 | i
C[C@H]1CCCCO[C@@H](CN(C)C(=O)c2ccncc2)[C@@H](C)CN([C@@H](C)CO)C(=O)c2cc(NC(=O)CCC(F)(F)F)ccc2O1 | i
C[C@H]1CCCCO[C@H](CN(C)C)[C@@H](C)CN([C@@H](C)CO)C(=O)c2cc(NC(=O)Nc3ccc(F)cc3)ccc2O1 | i
Cc1ccc(-c2cc(C(F)(F)F)n3nc(C(=O)NCCN4CCOCC4)c(Cl)c3n2)cc1 | i
COc1ccc(C2CC(=O)c3c(O)cc(O)cc3O2)cc1O (stereo not given) | i
CCNC(=O)CCc1nc(-c2ccc(OC)cc2)no1 | i
C=CC(C)(O)CC/C=C(\C)CCC(O)C(C)(C)O (stereo not given) | i
COc1ccccc1NC(=O)N(C)C[C@@H]1OCc2cnnn2CCCC(=O)N([C@@H](C)CO)C[C@@H]1C | i
Cc1nc2ccccc2n1CC(O)COc1ccc(C(=O)O)cc1 (stereo not given) | i

# More structures.
compound | NFkB SMM
NC(=O)c1ccc2[nH]ccc2c1 | i
C[C@H]1CCCCO[C@H](CN(C)C(=O)CCC(F)(F)F)[C@@H](C)CN([C@@H](C)CO)C(=O)c2cc(NC(=O)Cc3ccccc3)ccc2O1 | i
C[C@H](CO)N1C[C@H](C)[C@@H](CN(C)S(=O)(=O)c2ccc(F)cc2)Oc2c(NC(=O)Nc3cccc4ccccc34)cccc2C1=O | i
Cc1noc(C)c1NC(=O)N(C)C[C@H]1OCc2cn(nn2)CCCC(=O)N([C@H](C)CO)C[C@@H]1C | i
CC(=O)N1CCc2nc(SCC(=O)Nc3cccc(C#N)c3)c(C#N)c(C(F)(F)F)c2C1 | i
C[C@@H]1CN([C@H](C)CO)C(=O)CCCn2cc(nn2)CO[C@@H]1CN(C)Cc1ccc(C(F)(F)F)cc1 | i
Cc1noc(C)c1S(=O)(=O)N(C)C[C@@H]1Oc2c(NS(=O)(=O)c3cccs3)cccc2C(=O)N([C@H](C)CO)C[C@@H]1C | i
COc1ccc(NC(=O)Nc2ccc3c(c2)CC(=O)N([C@@H](C)CO)C[C@H](C)[C@@H](CN(C)Cc2ccc(Oc4ccccc4)cc2)O3)cc1 | i
COC(=O)c1ccccc1NC(=O)c1c(NC(=O)CN2CCCCCC2)sc2c1CCC2 | i
Cc1ccc(S(=O)(=O)N(C)C[C@H]2Oc3c(NC(=O)C4CC4)cccc3C(=O)N([C@@H](C)CO)C[C@H]2C)cc1 | i
C[C@@H]1CN([C@H](C)CO)C(=O)CCCn2cc(nn2)CO[C@H]1CN(C)S(=O)(=O)c1cccs1 | i

# Three entries out of the list, arranged by number of heavy atoms, ascending.
compound | NFkB SMM
NC(=O)c1ccc2[nH]ccc2c1 | i
COC(=O)c1ccccc1NC(=O)c1c(NC(=O)CN2CCCCCC2)sc2c1CCC2 | i
Cc1noc(C)c1NC(=O)N(C)C[C@H]1OCc2cn(nn2)CCCC(=O)N([C@H](C)CO)C[C@@H]1C | i
